# Bioassay records as filed in PubChem.
# Platelet DG rel = modulates dense granule release in human platelets; human platelet-rich plasma, SFLLRN dense granule ATP release, luminescence; inhibition, %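 (compounds screened at 7.5 µM in platelet-rich plasma)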; 300,000 compounds, 0.22% hits; AID 1663;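 active = mean replicate score, as percent of positive control, at or above 50; inconclusive = mean below 50 but at least one replicate at or above 50; inactive = mean and every replicate below 50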
# GSK3beta inhib = human GSK3beta kinase inhibition. AID 2097. activity score (negative = inhibition), % at 10 µM. P49841. 300,000 compounds, 0.038% hits. GST-GSK3beta kinase, ADP-Glo luminescence, 60 min; stronger effect = lower value;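 active = more than half of replicate wells score below -50%, meaning over 50% inhibition versus plate controls; inconclusive = some replicates but at most half score below -50%; inactive = no replicate scores below -50%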;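 note: 0% = median DMSO wells and -100% = median GW8510 positive control wells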
#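 Assay system: GST-fused GSK3beta enzyme, cell-free / Medium: Tris pH 7.5 buffer with MgCl2, DTT, BSA, heparin / Also added: peptide substrate plus 25 µM ATP (final) / Compound: 10 µM single point / Timing: kinase reaction with compound 60 min at room temperature / Detection: ADP-Glo luminescence / Benchmarks: DMSO neutral wells and GW8510 at 20 µM as positive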
# AI-2 QS modul = Vibrio harveyi AI-2 quorum sensing modulation; 300,000 compounds, 0.4% hits; activity change, % at 7.5 µM; AID 2094; Vibrio harveyi JMH597 AI-2 luminescence/OD600 ratio, 9 h; stronger effect = lower value; strain lacks LuxN and CqsS sensors; 0 = neutral-control median; in the data active = activity change below about -75%, passing the limit was not always enough; inconclusive = no clear call, values can overlap the other calls;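 note: luminescence divided by OD600 gain over 9 h not by final OD600 alone; inactives centre near 13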
# PolyA inhibitor = blocks polyadenylation in yeast reporter cells; S. cerevisiae SKY197-pL101 polyadenylation reporter, beta-gal luminescence; efflux-impaired pdr1/pdr3 knockout yeast; score 100 = 6 SD above DMSO; calls only at 12 µM; 300,000 compounds, 0.02% hits; AID 1875;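 active = lowest replicate activity score at least 50, where 100 means six control SD above control mean; inconclusive = lowest score under 50 but half or more replicates reach 50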;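 note: yeast exposed to compound for 9 h at 30 °C; higher score means more reporter readthrough which indicates perturbed polyadenylation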
# HSP90 refold inh = HSP90 refolding inhibition in rabbit reticulocyte lysate | luciferase refolding luminescence, 3 h | inhibition, % at 5.6 µM | 290,000 compounds, 0.91% hits | AID 1789;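 active = inhibition above the screen-wide mean plus 3 SD, computed separately per campaign, cut at about 16% in these data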;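 note: 0% = DMSO wells and 100% = 60 µM geldanamycin wells; inhibitors lower the luminescence because luciferase stays unfolded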
# DYRK1A inh = inhibitors of rat Dyrk1A kinase; ADP-Glo luminescence, NFATc1 peptide; inhibition, % at 12.5 µM; 310,000 compounds, 0.43% hits; in the data active = inhibition above about 50%;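 note: plate controls were vehicle with enzyme for no effect and no enzyme for full effect; many of its hits are not listed in these tables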
# HSF-1 act = increases HSF-1 driven luciferase reporter signal. NIH3T3-HGL HSF-1 luciferase reporter, MG132, 8 h; 100% = twice DMSO control signal. activation, % at 9 µM. 300,000 compounds, 1.7% hits. AID 504408;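 active = mean replicate activation of at least 50% with a set share of replicates each reaching 50%; inconclusive = only one of those two conditions met; inactive = mean below 50% and too few replicates reaching it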;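 note: 0% = median of the neutral control wells and 100% = twice that signal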
# GSK3 alpha inh = human GSK-3 alpha kinase inhibition; ADP-Glo luminescence, 60 min; inhibition, % at 10 µM; 320,000 compounds, 0.1% hits; AID 2650;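 in the data active = inhibition above about 50%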;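 note: GST-tagged GSK-3 alpha with peptide substrate and 25 µM ATP; 0% = DMSO neutral wells and 100% = GW8510 positive control wells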
# Target sequence (P49840 whole entry, looked up): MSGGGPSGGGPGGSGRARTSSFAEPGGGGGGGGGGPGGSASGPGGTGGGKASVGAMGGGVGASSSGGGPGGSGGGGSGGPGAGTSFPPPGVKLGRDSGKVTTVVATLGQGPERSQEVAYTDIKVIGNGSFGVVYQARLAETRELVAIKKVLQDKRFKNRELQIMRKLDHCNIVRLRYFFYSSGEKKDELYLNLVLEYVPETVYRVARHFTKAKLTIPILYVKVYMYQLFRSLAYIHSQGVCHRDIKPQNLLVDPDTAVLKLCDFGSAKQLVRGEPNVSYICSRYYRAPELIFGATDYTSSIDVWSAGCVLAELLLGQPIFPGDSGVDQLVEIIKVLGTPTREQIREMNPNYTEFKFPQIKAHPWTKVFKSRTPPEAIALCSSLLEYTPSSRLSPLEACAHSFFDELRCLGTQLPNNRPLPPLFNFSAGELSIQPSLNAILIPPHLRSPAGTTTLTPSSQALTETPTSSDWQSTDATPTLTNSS
# HSF1 inh = HSF1 inhibition. NIH3T3-HGL HSE-luciferase, MG132-induced, luminescence 8 h; stronger effect = lower value. activity change, negative = inhibition, % at 7.5 µM (by protocol). 300,000 compounds, 0.77% hits;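 active = more than half of replicate wells show activity change below -50%, luminescence cut by over half; inconclusive = some wells, but at most half, below -50%; inactive = no replicate well below -50%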;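 note: luciferase reports HSF-1 transcriptional activity via heat shock element; 0% = median of DMSO wells and -100% = zero luminescence signal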
# HDAC3 inh = inhibitors of human histone deacetylase 3; O15379; recombinant HDAC3, fluorogenic peptide/trypsin coupled, fluorescence; inhibition, % at 8.3 µM; 320,000 compounds, 0.15% hits; AID 2718; in the data active = inhibition above about 26%, passing the limit was not always enough; inconclusive = no clear call, values can overlap the other calls
# Target sequence (O15379 whole entry, looked up): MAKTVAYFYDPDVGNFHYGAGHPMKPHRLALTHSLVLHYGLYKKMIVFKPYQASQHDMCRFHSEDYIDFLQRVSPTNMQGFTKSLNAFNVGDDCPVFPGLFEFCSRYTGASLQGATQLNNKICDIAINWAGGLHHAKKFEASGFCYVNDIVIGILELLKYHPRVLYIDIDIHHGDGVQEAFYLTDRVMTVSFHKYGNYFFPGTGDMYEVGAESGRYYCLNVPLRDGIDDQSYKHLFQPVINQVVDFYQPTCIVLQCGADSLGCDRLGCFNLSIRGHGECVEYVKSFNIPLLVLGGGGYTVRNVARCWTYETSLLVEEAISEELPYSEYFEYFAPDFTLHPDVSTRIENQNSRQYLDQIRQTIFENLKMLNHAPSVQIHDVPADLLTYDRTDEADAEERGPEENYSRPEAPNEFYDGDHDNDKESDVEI
# The depositor's hits bear a star; i = inactive; ? = inconclusive; · = no result given. Not all compounds are listed; the hit share may differ from the screen's.
# Sample of the layout (2 entries):
SMILES,Platelet DG rel,GSK3beta inhib,AI-2 QS modul,PolyA inhibitor,HSP90 refold inh,DYRK1A inh,HSF-1 act,GSK3 alpha inh,HSF1 inh,HDAC3 inh
O=C(Cc1ccccc1)Nc1ccc(N2CCOCC2)cc1N1CCOCC1,-7,-2,23,i,-1,4,1,-1,4,-4
CC(=O)Nc1nc(C)c(-c2csc(Nc3ccc(S(N)(=O)=O)cc3)n2)s1,-3,-5,9,i,-1,3,0,5,-5,-25

# Results, from the start:
SMILES,Platelet DG rel,GSK3beta inhib,AI-2 QS modul,PolyA inhibitor,HSP90 refold inh,DYRK1A inh,HSF-1 act,GSK3 alpha inh,HSF1 inh,HDAC3 inh
O=C(Cc1ccccc1)Nc1ccc(N2CCOCC2)cc1N1CCOCC1,-7,-2,23,i,-1,4,1,-1,4,-4
CC(=O)Nc1nc(C)c(-c2csc(Nc3ccc(S(N)(=O)=O)cc3)n2)s1,-3,-5,9,i,-1,3,0,5,-5,-25
O=C(COC(=O)c1cccc([N+](=O)[O-])c1)NCC1CCCO1 (centres undefined),0,-3,19,i,-4,-2,15,17,3,2
CCn1nc(C(=O)OCC(=O)NCCN2C(=O)CSC2=O)c2ccccc2c1=O,-31,0,25,i,8,-15,-10,5,-5,5
CCc1nc(Nc2ccccc2F)c2oc3ccccc3c2n1,4,1,4,i,3,3,3,-3,17,4
NS(=O)(=O)c1ccc(NS(=O)(=O)c2ccc(C3CNC(=O)C3)cc2)cc1 (centres undefined),-11,·,·,i,1,1,10,1,-6,0
CCCc1nnc(NC(=O)CN2C(=O)C3C4C=CC(C4)C3C2=O)s1 (centres undefined),0,1,50,i,2,-1,0,-1,-3,0
COc1cc(/C=C2\SC(=O)N(CCNC(=O)c3cnc(C)cn3)C2=O)cc(OC)c1OC,-3,2,37,i,0,0,-2,2,1,5
CCOC(=O)C(C(=O)NCc1cccc(OC)c1)c1ncc(C(F)(F)F)cc1Cl (centres undefined),3,1,25,i,2,0,9,-2,1,-4
Nc1ncnc(NCc2ccccc2)c1[N+](=O)[O-],-4,-3,29,i,1,1,-7,1,-7,-12
CCN(CC)C(=O)Oc1ccc(NC(C)=O)cc1,-2,0,4,i,-2,48,-2,3,-2,1
COC(=O)c1nnn(-c2ccc(F)c(Cl)c2)c1C(=O)OC,1,-1,-7,i,5,2,·,4,·,4
Cn1c(SCc2ccccc2F)nnc1-c1cnccn1,-1,2,15,i,-4,14,24,6,10,4
COc1ccc(CCNC(=O)CSc2ccc(Br)cc2)cc1OC,-1,2,13,i,3,-5,44,-3,9,-4
CC(C)(C)OC(=O)N1CCC(c2c(C(=O)N3CCN(C(=O)c4ccco4)CC3)cnn2-c2ccc(F)cc2F)CC1,4,2,17,i,-3,5,3,-2,0,4
COc1ccc2c(c1OC)C(=O)N(c1ccccn1)C2,17,2,6,i,4,-3,42,-1,21,-1
Cc1ccc(CNC(=O)CSCc2ccccc2)cc1,-1,3,1,i,1,8,2,-2,3,3
Cc1nnc(SCC(=O)N2CCCCC2)n1CC1CCCO1 (centres undefined),-3,2,9,i,-4,-2,-15,0,-1,0
CC1(C)CC(=O)C(C2c3ccccc3Oc3ccccc32)C(=O)C1,2,0,-1,i,-3,2,15,2,6,4
CCn1c(C(C)NC(=O)c2ccc(OC)c(OC)c2)nc2ccccc21 (centres undefined),-1,1,14,i,3,-2,3,0,12,0
Cn1c(NC(=O)/C=C/c2ccc(Cl)c(Cl)c2)cc(=O)n(C)c1=O,-24,3,21,i,-3,2,56*,1,44,10
O=C(COc1ccc([N+](=O)[O-])cc1)Nc1ccc(C(=O)Nc2ccccc2C(=O)O)cc1,-3,23,17,i,1,13,4,-5,-8,6
COC(=O)N/N=C/c1cn(CC(C)COc2ccccc2)c2ccccc12 (centres undefined),-11,6,26,i,7,0,-4,-1,0,-2
CC(=O)N1c2ccc(S(=O)(=O)NCc3ccccc3Cl)cc2CC1C (centres undefined),-2,-1,6,i,-4,3,5,-2,0,5
O=C(OCC(=O)N1CCc2ccccc21)c1ccccc1,27,5,24,i,2,7,68*,-4,34,-1
O=C1OC(c2ccc(F)cc2)=N/C1=C\C=C/c1ccccc1,5,-4,24,i,0,-4,-29,1,-14,4
CCOC(=O)c1cc(NC(=O)c2cc(C)on2)cc(C(=O)OCC)c1,-4,0,10,·,-2,0,-40,-1,-22,1
CCOCCn1c(SCc2ccc(C)cc2)nc2c1c(=O)[nH]c(=O)n2C,15,0,25,i,-3,6,20,1,2,1
O=C(Nc1ccc(N2CCCC2)c(Cl)c1)c1ccc(Br)o1,4,-1,22,i,2,5,9,-1,-4,0
CC(=O)c1cccc(NC(=S)N2CCCC2)c1,-3,1,4,i,3,-4,9,-1,1,·
COc1ccc(NC(=O)C2CCCN2C(=O)NCc2ccccc2)cc1OC (centres undefined),1,-1,16,i,-1,1,-2,-2,3,-4
CN(/C=C/C(=C\C=[N+](C)c1ccccc1)OCCCS(=O)(=O)[O-])c1ccccc1,3,-3,16,i,-1,-6,-14,·,-10,·
O=C(COc1ccccc1)Nc1ccc(S(=O)(=O)Nc2ccccn2)cc1,-1,5,-62,i,2,-5,-1,0,-6,-1
CCCc1nnc(NC(=O)CCC(=O)NCc2ccccc2Cl)s1,-7,5,27,i,-4,-3,-18,-4,-7,1
O=S(=O)(Nc1ccncc1Cl)c1cccc(Cl)c1Cl,-3,-1,12,i,-2,12,7,4,-3,5
Cc1ccc(S(=O)(=O)Nc2nc(C)cc(N/N=C/c3ccc(O)cc3)n2)cc1,-5,3,14,i,0,-33,12,1,-5,9
COc1ccc(OCC(=O)Nc2cccc3ncccc23)cc1,5,-1,26,i,-2,1,-4,-2,-5,-2
NC(=O)c1cccc(S(=O)(=O)N2CCCCC2)c1,-10,0,26,i,2,5,6,0,4,6
CC(C)C(=O)NCCc1nc(-c2ccccc2)no1,1,2,9,i,·,1,-1,0,0,-4
Cc1nc(CCNS(=O)(=O)c2cccs2)cs1,-3,0,4,i,3,-7,-2,-1,1,-5
CCOC(=O)c1snc(-c2ccc(F)cc2)c1N,0,-1,2,i,-1,5,59*,2,18,-1
Cc1ccc(S(=O)(=O)NNC2CC(=O)N(c3ccc(Br)cc3)C2=O)cc1 (centres undefined),-6,0,14,i,2,7,10,-4,0,-2
CCOC(=O)c1cnc2ccc(C)cc2c1Sc1ccc(F)cc1,-14,5,13,i,-1,41,60*,-6,38,5
COc1cccc(Cn2c(NCC(C)C)nc3c2c(=O)n(C)c(=O)n3C)c1,-1,-1,1,i,-2,-7,6,-3,4,1
CN(C)S(=O)(=O)c1cccc(NC(=O)CN2C(=O)NC(Cc3c[nH]c4ccccc34)C2=O)c1 (centres undefined),0,1,39,i,4,5,3,-2,-3,-6
CC(/C=C/c1ccccc1)=N\NC(=O)CCc1ccccc1,1,2,35,i,-1,-2,23,-1,6,5
COC(=O)c1ccc(OCc2cc(=O)n3ccsc3n2)cc1,-22,-3,13,i,-1,0,33,-2,4,5
CN(C)/C=C/C(=O)c1ccc(Br)cc1,1,-1,18,i,-5,-3,22,1,14,5
COc1ccccc1C(=O)NCCC(=O)Nc1ccc(OC(F)(F)F)cc1,-2,0,13,i,-2,3,15,-2,7,-3
COc1ccc(C(=O)NNC(=O)c2cc3cc([N+](=O)[O-])ccc3oc2=O)cc1OC,0,-3,27,i,-3,5,0,-1,0,4
# The list continues.
SMILES,Platelet DG rel,GSK3beta inhib,AI-2 QS modul,PolyA inhibitor,HSP90 refold inh,DYRK1A inh,HSF-1 act,GSK3 alpha inh,HSF1 inh,HDAC3 inh
Cc1ccc(C)c(N2CCN(C(=O)CN3C(=O)c4ccccc4C3=O)CC2)c1,0,1,24,i,2,2,-5,·,-9,1
COc1nc(-c2ccccc2)ccc1-c1noc(-c2cccnc2)n1,22,-3,11,i,2,-2,21,-2,2,-8
O=C(Nc1ccnn1C1CCN(C2CCOCC2)CC1)c1cccc(F)c1,2,·,25,i,-3,2,4,0,6,?
O=C(N/C(=C/c1ccco1)C(=O)N1CCCCCC1)c1ccccc1,9,3,1,i,-6,·,-5,-4,1,-4
COc1cccc(-c2nc(CS(=O)CC(=O)NCCc3ccc(C)cc3)c(C)o2)c1 (centres undefined),23,1,·,i,-4,·,0,-2,5,4
O=C(CS(=O)CC(=O)N(CC(=O)NC1CCCC1)C1CCCC1)Nc1ccc(F)cc1 (centres undefined),1,2,11,i,3,3,-4,1,1,2
CCN(C(=O)c1ccc(C(C)(C)C)cc1)c1nnc(Cn2nnc3ccccc32)s1,4,0,22,i,9,6,12,0,10,0
Cc1ccc(NC(=O)C(C)N2C(=O)c3ccccc3C2=O)nc1 (centres undefined),-4,-2,17,i,0,-4,14,-4,7,1
COc1ccc(N(CC(=O)NN=C2CCN(C)CC2)S(=O)(=O)c2ccccc2)c(OC)c1,10,2,17,i,6,-3,1,0,-3,-1
C=CCn1cc(C(=O)NCCCN(CC)CC)c(=O)c2cc(S(=O)(=O)N3CCC(C)CC3)ccc21,3,-2,-8,i,2,-4,-2,3,2,?
O=C1ON=C(c2ccccc2)/C1=C/c1ccc(-c2ccccc2[N+](=O)[O-])o1,·,·,·,·,0,3,·,-2,·,4
C=C(C)CN1C(=O)C(=O)N(CC(=C)C)C1=O,-5,-1,15,i,-1,·,-18,-1,2,-2
CCCc1nn(-c2cc(Cl)ccc2OC)c2c1C(=O)CC(C)(C)C2,-5,4,20,i,-1,7,-6,-2,-8,3
O=C(N/N=C1\CCCc2c1[nH]c1ccc([N+](=O)[O-])cc21)c1ccncc1,16,-2,14,i,0,·,-5,3,-3,1
CCCOc1cc(C)c(S(=O)(=O)NC2CC(C)(C)NC(C)(C)C2)cc1C,-2,2,9,i,-2,-10,22,1,-7,1
CC(=O)c1cn(CC(=O)Nc2ccccc2C)c2ccccc12,18,3,18,i,0,2,-83,-1,-80*,-2
Cc1ccsc1S(=O)(=O)N1CCCC(CCC(=O)NCc2ccccc2F)C1 (centres undefined),11,1,3,i,3,-2,2,0,-5,-1
COc1ccc(-c2cc(=Nc3c(C)n(C)n(-c4ccccc4)c3=O)c3ccccc3o2)cc1,6,1,11,i,1,14,43,1,24,-76
O=C(Nc1ccc(Cl)cc1)c1ccc(-c2ccccn2)s1,1,0,16,i,-2,3,26,-2,26,5
Cc1ccc(CSc2n[nH]c(N)n2)cc1,6,5,9,i,-3,·,21,4,12,7
CCOc1ccccc1NC(=O)NCCc1c[nH]c2ccccc12,-1,1,21,i,-2,0,11,-1,5,-1
Cc1ccc(-c2cc3cccc[n+]3cc2-c2ccc(C)cc2)cc1,-1,0,24,i,1,19,7,1,-2,-15
Cc1cc(-c2ccc(C(C)C)c(S(=O)(=O)NCCN3CCC(C)CC3)c2)on1,5,-2,13,i,2,·,67*,1,15,5
